Assay outcomes: PubChem, The Scripps Research Institute Molecular Screening Center
MsrA inhibitor: inhibits bovine methionine sulfoxide reductase A; purified bovine MsrA, absorbance read-out; inhibition, % at 15.5 µM; actives 0.75% (n = 360,000); AID 651718; in the data active means inhibition above about 4.5%;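 further: 0% = vehicle wells with enzyme and 100% = reference inhibitor wells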
The depositor's hits bear a star.

SMILES	MsrA inhibitor
O=C(C(=O)N1CCC(CNC(=O)c2cccnc2Cl)CC1)c1cc2ccccc2o1	1.4
C[C@@H]1CCCCO[C@@H](CN(C)CC2CCCCC2)[C@@H](C)CN([C@H](C)CO)C(=O)c2cc(NC(=O)Nc3ccc4c(c3)OCO4)ccc2O1	-0.1
C=CCN1C(=O)c2n[nH]c(COC)c2C1c1ccc(C)cc1 (stereo unspecified)	0.9
CCOC(=O)C1=C(C(=O)OCC)C2N(Cc3ccc(C(F)(F)F)cc3)c3ccccc3[C@@]23C[C@@H](C(=O)OC)N(S(=O)(=O)c2ccccc2C)C3=N1 (stereo partly specified)	1.3
CN1CCN(CC(=O)N/N=C\c2c[nH]c3ccccc23)CC1	-1.4
Nc1cc2ccccc2cc1NS(=O)(=O)N1CCCCC1	-0.8
O=C1Nc2c(Cl)cc(Cl)cc2C12Nc1ccccc1S2 (stereo unspecified)	-0.6
Cc1ccc(C2NC(=O)c3n[nH]c(C(C)C)c32)cc1 (stereo unspecified)	0.5
CCCCCCN(C(=O)CCCCCN1C(=O)NC(c2ccc(-c3ccccc3)cc2)C(C(=O)OCc2ccccc2)=C1C)C(C(=O)NCCCC)c1ccc(OCC(=O)OC)c(C(=O)OC)c1 (stereo unspecified)	-0.1
COC(=O)C1=C(C)N(Cc2ccccc2C(F)(F)F)C(=NCc2ccccc2)NC1CCc1ccccc1 (stereo unspecified)	-1.6
O=C(C(=O)N1CCC(CNC(=O)C2COc3ccccc3O2)CC1)c1cc2ccccc2o1 (stereo unspecified)	1.4
Nc1[nH]c(C(=O)c2ccccc2)c(-c2ccc(Cl)cc2)c1C(=O)c1c[nH]c2ccc(Br)cc12	-0.2
Cc1ccc2c(c1)-n1c(nc3ccccc3c1=O)C(Cc1ccccc1)NC2=O (stereo unspecified)	-0.6
C[C@@H]1CN(S(=O)(=O)C(C)(C)C)[C@@H](CCO)/C1=C\CCO	1.5
COc1ccc(/C=C/C(=O)OCC(=O)Nc2cc3oc4ccccc4c3cc2OC)cc1	0.1
CNC[C@@H]1OCc2ccccc2-c2c(n(C)c3ccccc23)C(=O)N([C@@H](C)CO)C[C@@H]1C	2.4
CN(C)CCCCCCN(C)C	0.9
CC12C(=O)N(c3ccc(C(=O)N4CCOCC4)cc3)C(=O)C1C1c3ccccc3C2c2ccccc21 (stereo unspecified)	0.1
CCCNC(=O)c1c[nH]c2ccc(S(=O)(=O)N(C)c3ccc(OCC)cc3)cc2c1=O	-1.7
Cc1cc(C(=O)CCl)c(C)n1CCc1ccccc1	0.9
COC(=O)CCC(=O)OC1(C)C(=O)C2=CN(C(CO)CO)C(c3ccc(OC)cc3)=CC2=C(Br)C1=O (stereo unspecified)	2.5
COc1cccc(-n2c(N)c(C#N)c3ccc([N+](=O)[O-])cc3c2=O)c1	0.7
Cn1c(=O)oc2ccc(S(=O)(=O)Nc3ccc(Cl)cc3[N+](=O)[O-])cc21	0.8
CCOC(=O)C1=C[C@@H](C(C)(C)C)N(S(=O)(=O)c2ccc([N+](=O)[O-])cc2)[C@H]1c1ccccc1Cl	1.6
COc1ccc(-c2ccc3c(n2)CCCN3S(=O)(=O)c2ccc(C#N)cc2)cc1	0.3
The listing continues:
SMILES	MsrA inhibitor
CC1=CC2C3C(=O)N(c4ccccc4)C(=O)C3C1C(=O)C2(O)C(C)C (stereo unspecified)	-0.2
CCCN1C(=O)c2n[nH]c(C)c2C1c1ccc(Br)cc1 (stereo unspecified)	-0.8
Cc1[nH]c(=S)sc1Cc1ccc(Cl)c(Cl)c1	-0.1
CC(C)(C)OC(=O)N[C@@H](Cc1ccccc1)c1nnc(S(=O)(=O)Cc2ccccc2)o1	0.1
O=c1oc2ccc([N+](=O)[O-])cc2c(N2CCOCC2)c1[N+](=O)[O-]	5.1*
N#CC(=C=[N-])c1nc2ccccc2nc1-[n+]1cccc(NC(=O)c2ccc(F)cc2)c1	-0.3
CCCCCCCCCCCCNC[C@@H]1CSCCS(=O)(=O)N1	-0.3
CCCCc1c(-c2ccccc2OC)ncn1C(C)c1ccccc1 (stereo unspecified)	-0.6
Cc1ccc2nc(-c3ccc(CN4CCC(n5cc(-c6ccccc6)[nH]c5=O)CC4)cc3)c(-c3ccccc3)nc2c1	1.5
O=[N+]([O-])c1ccc(COc2cccc(CO)c2)cc1	0.2
COc1ccc(C(=O)Nc2ccc3nc(N4CCCCC4)cc(C)c3c2)c(OC)c1	0.4
COc1cccc(CNC(=O)[C@H]2CCCN2C(=O)[C@H]2CCCN2S(=O)(=O)c2cccc(C)c2)c1	0.2
CCCCNC(=O)C(c1ccc(OCC(=O)OC)c(C(=O)OC)c1)N(CCOC)C(=O)CCCCCN1C(=O)NC(c2ccc(-c3ccccc3)cc2)C(C(=O)OCc2ccccc2)=C1C (stereo unspecified)	0.4
Cc1ccc(CNC(=O)Cc2csc(Nc3nc(=S)[nH]c4ccccc34)n2)cc1	1.0
NC(=O)C12NC(Cc3ccccc31)c1ccccc12 (stereo unspecified)	0.5
CC(C)(C)S(=O)(=O)N1C[C@@H]2CC(=O)C(CCO)=C2[C@H]1CCO	1.4
CCN=C1NC(c2cccc(Cl)c2)C(C(=O)OC)=C(C)N1Cc1ccccc1C(F)(F)F (stereo unspecified)	-0.1
Clc1ccc(C2[C@H]3CN(Cc4cccnc4)[C@H](c4ccccc4)C34CC2(c2ccccc2)C4)cn1 (stereo partly specified)	-1.2
CN1CCN(c2nc3ccccc3nc2C(C#N)S(=O)(=O)c2ccccc2)CC1 (stereo unspecified)	1.1
C[C@@H]1CN([C@@H](C)CO)C(=O)CCCn2cc(nn2)CO[C@H]1CN(C)C(=O)c1ccccc1	3.0
Clc1cccc(CN2CCN(c3ncc(Cc4ccccc4)cn3)CC2)c1Cl	-0.6
COCc1cc(N2CCNC[C@@H]2C)ccc1N1CCS(=O)(=O)CC1	-0.6
COc1cc(Br)c(CC(=O)O)cc1OC	0.2
CCCCC1CCC(C(=O)N(CC(C)C)c2c(N)n(Cc3ccccc3)c(=O)[nH]c2=O)CC1 (stereo unspecified)	-0.3
Cc1ccc(Nc2nc(-c3ccc(O)c(O)c3)cs2)nc1	0.1

14 entries from above, with values ahead of the structure.
MsrA inhibitor,Structure
0.2,COc1cccc(CNC(=O)[C@H]2CCCN2C(=O)[C@H]2CCCN2S(=O)(=O)c2cccc(C)c2)c1
0.4,CCCCNC(=O)C(c1ccc(OCC(=O)OC)c(C(=O)OC)c1)N(CCOC)C(=O)CCCCCN1C(=O)NC(c2ccc(-c3ccccc3)cc2)C(C(=O)OCc2ccccc2)=C1C (stereo unspecified)
1.0,Cc1ccc(CNC(=O)Cc2csc(Nc3nc(=S)[nH]c4ccccc34)n2)cc1
0.5,NC(=O)C12NC(Cc3ccccc31)c1ccccc12 (stereo unspecified)
1.4,CC(C)(C)S(=O)(=O)N1C[C@@H]2CC(=O)C(CCO)=C2[C@H]1CCO
-0.1,CCN=C1NC(c2cccc(Cl)c2)C(C(=O)OC)=C(C)N1Cc1ccccc1C(F)(F)F (stereo unspecified)
-1.2,Clc1ccc(C2[C@H]3CN(Cc4cccnc4)[C@H](c4ccccc4)C34CC2(c2ccccc2)C4)cn1 (stereo partly specified)
1.1,CN1CCN(c2nc3ccccc3nc2C(C#N)S(=O)(=O)c2ccccc2)CC1 (stereo unspecified)
3.0,C[C@@H]1CN([C@@H](C)CO)C(=O)CCCn2cc(nn2)CO[C@H]1CN(C)C(=O)c1ccccc1
-0.6,Clc1cccc(CN2CCN(c3ncc(Cc4ccccc4)cn3)CC2)c1Cl
-0.6,COCc1cc(N2CCNC[C@@H]2C)ccc1N1CCS(=O)(=O)CC1
0.2,COc1cc(Br)c(CC(=O)O)cc1OC
-0.3,CCCCC1CCC(C(=O)N(CC(C)C)c2c(N)n(Cc3ccccc3)c(=O)[nH]c2=O)CC1 (stereo unspecified)
0.1,Cc1ccc(Nc2nc(-c3ccc(O)c(O)c3)cs2)nc1

More compounds
SMILES	MsrA inhibitor
COCCN1Cc2cc(C(=O)OC)c3c(c2C1=O)c1cc(F)ccc1n3S(=O)(=O)c1cccc(C)c1	0.9
Cc1ccc2c(c1)-n1c(nc3ccc(Cl)cc3c1=O)C(CC(C)C)NC2=O (stereo unspecified)	0.6
COc1cc(Nc2cc(C)n(-c3cc(OC)cc(OC)c3)c(=O)c2)cc(OC)c1	-0.2
O=C(c1cc(C(=O)N2CCOCC2)c2nc3ccccc3n2c1)c1ccccc1O	3.5
COC(=O)c1ccc2nc(C3CCCCC3)c(Cc3ccccc3OC)n2c1	-0.2
COC(=O)c1cc2c(c3c4cc(F)ccc4n(S(=O)(=O)c4ccc(C)cc4)c13)C(=O)N(Cc1ccc(N(C)C)cc1)C2	0.2
C[C@@H]1CN([C@H](C)CO)C(=O)c2cc(NS(=O)(=O)c3ccccc3)ccc2O[C@@H](C)CCCCO[C@@H]1CN(C)Cc1ccccc1	-0.4
OCC1COC(c2ccccc2)=N1 (stereo unspecified)	0.8
COC(=O)C1=C(C)N(Cc2ccc(C(F)(F)F)cc2)C(=NCc2cc(OC)c(OC)c(OC)c2)NC1c1cccc(Cl)c1 (stereo unspecified)	0.5
CSc1nc(NCCCN(C)C)c2c3c(sc2n1)CN(C)CC3	0.4
Cc1ccc(C2(c3noc(CN(C)CCCN4CCOCC4)n3)CCCC2)cc1	0.3
COc1ccc(C#Cc2c(-c3ccccc3OC)oc3ccccc23)cc1	-0.4
CCc1c(-c2ccccc2Br)ncn1CCc1ccccc1OC	0.8
c1ccc(COCCc2cn(Cc3ccccc3)c3ccccc23)cc1	1.2
O=S1(=O)c2ccc(Br)cc2OC2CCCC[C@@H]2N1Cc1ccccc1 (stereo partly specified)	0.1
COc1cccc(-c2[nH]nc3c2C(c2ccc(C)o2)C(C#N)=C(N)O3)c1 (stereo unspecified)	2.4
Cc1cc(NN=Cc2ccccn2)nc2ccccc12	2.0
Cc1cc(CC(=O)O)c2oc(-c3ccoc3)cc(=O)c2c1	0.7
COC(=O)C1=C(C)N(Cc2cccc(C(F)(F)F)c2)C(=NCc2ccc3c(c2)OCO3)NC1CCc1ccccc1 (stereo unspecified)	1.4
Nc1[nH]c(C(=O)c2ccc(Br)cc2)c(-c2ccncc2)c1C(=O)c1ccccc1	1.1
O=S(=O)(c1ccc(F)cc1)N1CCCc2nc(-c3ccc(F)cc3)ccc21	-0.5
COC(=O)[C@]12C[C@H](CC(=O)N3CCOCC3)C(=O)N(Cc3ccc4c(c3)OCO4)C1=C[C@H](C(C)(C)C)O[C@@H]2C	-0.9
OC(c1ccccc1)C1(c2ccccc2)CCN(Cc2ccccc2)CC1 (stereo unspecified)	0.1
COC(=O)[C@]12C[C@H](CC(=O)NCc3cccc4ccccc34)C(=O)N(Cc3ccc4c(c3)OCO4)C1=C[C@H](C(C)(C)C)O[C@@H]2C	1.1
O=C(NCc1ccccc1)[C@@H]1CCCN1C(=O)[C@H]1CCCN1C(=O)c1c(F)cccc1F	0.6
Continuation:
SMILES	MsrA inhibitor
COCCN1Cc2cc(C(=O)OC)c3c(c2C1=O)c1ccccc1n3S(=O)(=O)c1ccc(OC)cc1	-0.2
CCN(Cc1cc2ccccc2[nH]c1=O)C(=O)c1cccc([N+](=O)[O-])c1	0.2
O=C(NCc1ccccc1)[C@H]1CCCN1C(=O)[C@H]1CCCN1C(=O)c1ccc(F)cc1	0.7
CCn1c(=O)c(-c2nc3ccccc3[nH]2)c(O)c2ccccc21	2.2
NC(=O)CC(NC(=O)c1cccc(Br)c1)c1ccc(NCCN2CCOCC2)c([N+](=O)[O-])c1 (stereo unspecified)	0.5
O=C(NCc1ccncc1)C(=O)NCC(c1ccccc1)c1ccccc1	-0.3
C[C@H](O)[C@@H]1CN2CCc3ccc(-c4ccc5c(c4)OCO5)cc3[C@@H]2C[C@@H]1N(C)C(=O)C1CCCCC1	-0.5
COc1ccc(S(=O)(=O)N2CCN(C(=O)COc3ccc4c(C)cc(=O)oc4c3)CC2)cc1	2.5
COC(=O)[C@]12C[C@H](CC(=O)N3CCN(C(=O)c4ccco4)CC3)C(=O)N(Cc3ccccc3)C1=C[C@H](C(C)C)O[C@@H]2C1CC1	0.3
CC(C)c1[nH]nc2c1C(c1ccccc1)N(c1ccccc1)C2=O (stereo unspecified)	0.0
N/C(=N\c1nc(CSc2nnnn2-c2ccccc2)cc(=O)[nH]1)Nc1ccccc1	-1.0
CCCCCCCCCCCCN1CCSCCS1(=O)=O	1.3
COCCCN1C(=O)C(=O)/C(=C(/O)c2ccc(OC(C)C)cc2)C1c1ccc(O)c(OC)c1 (stereo unspecified)	3.1
CCCCNc1ccc2c(c1)OC[C@@H](CC(C)C)NS2(=O)=O	-0.2
C[C@@H]1ON(C)[C@H]2C[C@H]3c4[nH]c5cccc(-c6ccc7c(c6)OCO7)c5c4CCN3C(=O)[C@@H]12	0.2
CCOC(=O)C1=C(C(=O)OCC)C2N(Cc3ccc(C#N)cc3)c3ccccc3[C@@]23C[C@@H](C(=O)OC)N(S(=O)(=O)c2ccc(C#N)cc2)C3=N1 (stereo partly specified)	-0.1
Cc1ccc(-c2cc(NC(=O)Cc3c(C)[nH]c4ccccc34)ccc2Nc2cccnc2)cc1	2.2
CC(=O)N1CCN(c2ccc(N3CCN(Cc4ccccc4)[C@H](C)C3)c(C)c2)[C@@H](C)C1	-1.1
N#Cc1ccc(OCCCN2CCC(C(O)(C3=CCCC3)c3ccccc3)CC2)cc1 (stereo unspecified)	0.0
C=CCC12C[C@@]3(O[C@H](c4ccc(C(F)(F)F)cc4)N=C3C[C@H](c3ccc(OC)cc3)[C@H]1C)N(Cc1ccc3c(c1)OCO3)C2=O	-0.1
O=C(NCc1ccccc1)[C@@H]1CCCN1C(=O)[C@H]1CCCN1C(=O)c1ccc(OC(F)(F)F)cc1	0.2
C=CCN1C[C@@H](COCc2ccccc2)OCCS1(=O)=O	3.2
COC(=O)C1=C(C)N(Cc2cccc(C(F)(F)F)c2)C(=NCc2ccc(C(F)(F)F)cc2)NC1c1ccc(C(F)(F)F)cc1 (stereo unspecified)	-1.9
Cc1ccccc1CN1[C@@H](CC(C)C)COc2cc(Br)ccc2S1(=O)=O	-0.1
C[C@H]1CN([C@@H](C)CO)C(=O)CCCn2nncc2CO[C@@H]1CN(C)S(=O)(=O)c1cccs1	0.1

The list is partial; the hit share may differ from the screen's.
